DT40 TDP1 CPT: growth inhibition of DT40 Tdp1-/-;hTDP1 cells with camptothecin (screen for TDP1 inhibitors). chicken DT40 Tdp1-/-;hTDP1 cells + 20 nM CPT, ATP luminescence, 48 h. Potency, µM (highest dose often 46.2 µM), inactives show at the top dose activity change, negative = growth inhibition, usual class: inhibitors. 420,000 tested, 12% active. AID 686979; note: nearly all actives have a fitted effect of over 55% in size
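Chicken DT40 Tdp1-/- cells complemented with human TDP1, 400 cells/well, exposed to compounds plus 20 nM camptothecin for at least 48 h at 37 C; viability read as ATP content by CellTiter-Glo luminescence.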
KAT2A inh: GCN5L2 (KAT2A) acetyltransferase inhibition; Q92830; GCN5L2 HAT assay, ThioGlo1 CoA-SH fluorescence; Potency, µM (highest dose often 58.9 µM), without a hit: at the top dose activity change, negative = inhibition, usual class: inhibitors; 390,000 tested, 0.21% active
Target sequence (Q92830 whole entry, looked up): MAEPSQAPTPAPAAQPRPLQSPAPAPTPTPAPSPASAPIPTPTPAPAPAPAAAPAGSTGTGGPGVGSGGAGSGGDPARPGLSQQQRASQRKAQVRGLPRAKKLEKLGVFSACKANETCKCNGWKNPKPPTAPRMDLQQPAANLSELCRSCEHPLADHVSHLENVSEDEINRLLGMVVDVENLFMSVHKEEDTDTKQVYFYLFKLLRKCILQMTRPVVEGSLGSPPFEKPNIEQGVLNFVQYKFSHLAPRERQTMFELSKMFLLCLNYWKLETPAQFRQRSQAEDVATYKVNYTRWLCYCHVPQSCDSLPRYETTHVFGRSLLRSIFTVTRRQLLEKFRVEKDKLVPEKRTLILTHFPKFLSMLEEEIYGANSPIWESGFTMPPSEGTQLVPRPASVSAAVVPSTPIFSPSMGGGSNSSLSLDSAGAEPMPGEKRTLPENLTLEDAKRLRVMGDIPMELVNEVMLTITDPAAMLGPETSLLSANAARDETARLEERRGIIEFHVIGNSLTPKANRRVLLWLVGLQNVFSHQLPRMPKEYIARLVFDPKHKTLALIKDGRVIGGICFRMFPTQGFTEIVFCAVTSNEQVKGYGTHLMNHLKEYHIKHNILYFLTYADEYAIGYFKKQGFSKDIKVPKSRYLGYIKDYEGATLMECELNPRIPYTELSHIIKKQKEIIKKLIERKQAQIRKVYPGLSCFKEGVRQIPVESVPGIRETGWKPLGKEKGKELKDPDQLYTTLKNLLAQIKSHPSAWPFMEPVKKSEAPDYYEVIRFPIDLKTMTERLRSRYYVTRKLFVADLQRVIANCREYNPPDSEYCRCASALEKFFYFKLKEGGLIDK
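Free CoA generated was detected with ThioGlo1 (50uM) fluorescence at Ex340nm/Em540nm, read immediately and after 20 min at room temperature. Enzyme, 20 nM in HEPES pH 7.5 buffer, saw compounds 15 min before adding 75uM H3(1-25) peptide and 70uM acetyl-CoA.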
DT40 TDP1 no CPT: qHTS for Inhibitors of human tyrosyl-DNA phosphodiesterase 1 (TDP1): qHTS in cells in absence of CPT | DT40 Tdp1-/- hTDP1 cells, no CPT, ATP luminescence, 48 h | Potency, µM (series often up to 46.2 µM), for the others: top-dose activity change, negative = growth inhibition, hits mostly inhibitors | 420,000 tested, 15% active; note: nearly all actives have a fitted effect of over 55% in size
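Camptothecin absent (DMSO only). Human TDP1-complemented DT40 knockout cells, 400 cells/well, 37 °C for minimum 48 hr; ATP measured via CellTiter-Glo, 30 min dark incubation, luminescence.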
* = called active by the depositor; ? = inconclusive; . = no result given; ! = not confirmed by another sample. Calls come from the whole dose curve; as a rule, active = well fitted curve in the direction sought with a large enough effect; inconclusive = small, poorly fitted or top-dose-only effect, or another doubt; inactive = no such curve, though single readings can be large; an effect the other way counts as inactive or inconclusive. % is set by controls: 0 for no effect and ±100 for the full control effect; potency is the fitted concentration of half-maximal effect.

SMILES	DT40 TDP1 CPT	KAT2A inh	DT40 TDP1 no CPT
CCOC(=O)C1CCN(CCC(=O)Nc2cccc(C)c2)CC1	-6%	?	4%
COc1ccc(-c2csc(NCCc3nc4cc(Cl)c(N5CCCCC5)cc4n3CCOCCO)n2)cc1	23µM*	.	9.2µM*
NC(=O)COC(=O)c1cc([N+](=O)[O-])ccc1NCCO	-8%	-2%	16%
CCCNC(=O)c1cc(C2CCCN(C(=O)c3cc(F)ccc3C)C2)on1 (centres undefined)	?	.	-16%
Cc1nc(C(F)(F)F)ccc1C(=O)N1CCC1(C)C(=O)NS(=O)(=O)c1ccc(C(C)(C)C)cc1 (centres undefined)	-27%	.	-2%
COc1ccc(/C=C/C(=O)NC2CCCCCC2)cc1S(=O)(=O)N1CCOCC1	-1%	3%	-6%
CCNC(=O)C1CCCN(C(=O)c2ccc3c(c2)OCO3)CC1 (centres undefined)	-15%	.	6%
CCOc1ccc(NC(=O)CN(C)C(=O)Cc2n[nH]c(=O)c3ccccc23)cc1OCC	-30%	-1%	0%
COc1ccc(-c2cc(C)no2)cc1S(=O)(=O)NC(C)C	-6%	-4%	-4%
Cc1ccc(NC(=O)CN2C(=O)CC(c3ccc(F)cc3)=Nc3ccccc32)cc1F	12µM*	-18%	12µM*
O=C(NCc1ccccc1F)C1CC(=O)N(Cc2ccco2)C1 (centres undefined)	-2%	.	-2%
COc1ccc(-n2nc(C(=O)N3CCCCC3)c(C)c(C#N)c2=O)cc1	-3%	1%	16%
NC(=S)N/N=C/c1ccc(-n2nncc2-c2ccc(Cl)cc2)cc1	-8%	-4%	?
O=C1CC(c2ccco2)CC(O)=C1C=NCCN1CCNCC1 (centres undefined)	-22%	-13%	3%
CC(C)c1cc(-c2nc(-c3cccc(Cl)c3)no2)n[nH]1	?	23%	?
CC(Cc1nnc(SCC(=O)O)n1N)c1ccccc1 (centres undefined)	21%	-4%	16%
CSc1nnc2ccc(-c3ccccn3)nn12	-15%	-4%	17%
Cc1nc2cc(-c3cccs3)nn2c(NCC(C)(C)CN(C)C)c1C	5%	4%	18%
Cc1c(Cl)cccc1NC(=O)Cn1c(=O)n(Cc2nc(-c3ccccc3)no2)c(=O)c2cc3c(cc21)OCO3	?	1%	?
Nc1cc(OC(=O)c2cccs2)nn1S(=O)(=O)c1ccc(F)cc1	2%	-1%	4%
O=C(CN1CCOCC1)Nc1cc(C(F)(F)F)ccc1Cl	-23%	-6%	-22%
CCN=C1S/C(=C\c2cn(CC(=O)NCCOC)c3ccccc23)C(=O)N1CC	?	-8%	-20%
O=C(Nc1nc2c(F)cc(F)cc2s1)c1ccc2c(c1)OCCO2	-7%	-7%	-4%
COc1ccc(Cl)cc1N1C(=O)C2CCCN2C1c1ccc(F)cc1 (centres undefined)	-9%	-4%	-8%
O=[N+]([O-])c1ccc(O)c(N=Cc2sc3ccccc3c2O)c1	21µM*	-11%	12µM*
CC(=O)CC(=O)Nc1ccn(-c2ccccc2)n1	-17%	-3%	-4%
CCC1CCCCN1S(=O)(=O)c1ccc2[nH]c(=O)ccc2c1 (centres undefined)	0%	-16%	1%
CC(=O)N1CCc2cc(S(=O)(=O)NCC(=O)NCc3ccc(Cl)cc3)ccc21	-16%	-3%	2%
CCCC(c1nnnn1Cc1cccs1)N1CCN(C2CCCC2)CC1 (centres undefined)	?	-18%	-5%
CNC(=S)NNC(=O)c1cn(C)nc1C	1%	9%	?

Pulled by compound from the entries so far:
SMILES	DT40 TDP1 CPT	KAT2A inh	DT40 TDP1 no CPT
COc1ccc(Cl)cc1N1C(=O)C2CCCN2C1c1ccc(F)cc1 (centres undefined)	-9%	-4%	-8%
CCN=C1S/C(=C\c2cn(CC(=O)NCCOC)c3ccccc23)C(=O)N1CC	?	-8%	-20%
O=C(CN1CCOCC1)Nc1cc(C(F)(F)F)ccc1Cl	-23%	-6%	-22%
CCCC(c1nnnn1Cc1cccs1)N1CCN(C2CCCC2)CC1 (centres undefined)	?	-18%	-5%
O=C(Nc1nc2c(F)cc(F)cc2s1)c1ccc2c(c1)OCCO2	-7%	-7%	-4%

More compounds follow.
SMILES	DT40 TDP1 CPT	KAT2A inh	DT40 TDP1 no CPT
COc1cccc(-c2nn[nH]n2)c1O	-12%	0%	1%
Cc1cc(C)c(NC(=O)Cn2c(SCC(=O)NCc3ccccc3)nc3ccccc32)c(C)c1	?	2%	18µM*
CSCc1c(C(=O)OCC(=O)c2ccc[nH]2)oc2ccccc12	-15%	-14%	1%
Cc1ccc(Nc2c(N)c(=O)oc3ccccc23)cc1	?	3%	26µM*
CCOC(=O)C1CN(S(=O)(=O)c2ccc(OC)cc2)c2ccccc2O1 (centres undefined)	6%	-9%	-18%
COc1cc(CC(=O)Oc2ccc3c(c2)OCO3)cc(OC)c1OC	?	-3%	?
Cc1ccc(-c2cn3c(n2)sc2cc(C(=O)N4CCCCC4)ccc23)cc1	-79%	-14%	16µM*
COc1ccc(Oc2nc3ccccc3nc2C(F)(F)F)cc1	3%	-6%	-7%
Cc1ccc(-c2nnc(Nc3ccc(Br)cc3)c3ccccc23)cc1S(=O)(=O)N1CCCCC1	-9%	-6%	?
O=C(NCCCN1CCN(c2ccccc2F)CC1)c1sc2ncccc2c1-n1cccc1	?	-1%	21µM*

An excerpt from further up:
SMILES	DT40 TDP1 CPT	KAT2A inh	DT40 TDP1 no CPT
Cc1ccc(-c2nnc(Nc3ccc(Br)cc3)c3ccccc23)cc1S(=O)(=O)N1CCCCC1	-9%	-6%	?
O=C(NCCCN1CCN(c2ccccc2F)CC1)c1sc2ncccc2c1-n1cccc1	?	-1%	21µM*

(more compounds)
SMILES	DT40 TDP1 CPT	KAT2A inh	DT40 TDP1 no CPT
O=C(Nc1cc2c(cc1Br)OCCCO2)c1cccnc1	6%	-5%	-5%
O=C(Nc1cccc(S(=O)(=O)N2CCOCC2)c1)c1cc([N+](=O)[O-])ccc1N1CCOCC1	-5%	-5%	-8%
Cc1ccc(S(=O)(=O)NCc2ccccc2)cc1C(=O)N(C)CC(=O)Nc1ccccc1Br	?	.	-17%
CC(NC(=O)C(C)N1CCN(Cc2ccccc2)CC1)c1ccc(F)cc1 (centres undefined)	1%	-3%	-15%
CC(=O)c1c(C(=O)O)c2ccccc2[nH]c1=O	-15%	-17%	2%
CCn1c(SCC(=O)NC2CCCCC2)nnc1C(CO)NC(=O)c1ccccc1 (centres undefined)	-9%	0%	-5%
Cc1ccc(-n2ncc3c(NCc4cccnc4)ncnc32)c(C)c1	16µM*	4%	5.2µM*
Cc1ccc(S(=O)(=O)Oc2ccccc2/C=C2/SC(=O)NC2=O)cc1	3%	-12%	0%
O=C/C(=C\Nc1ccc(Br)cc1)c1nc2ccccc2o1	11%	1%	-1%
O=C(CSc1nc2cc(Cl)ccc2o1)NC1CC1	-5%	0%	-22%
CCOC(=O)Nc1ccc2nc(N3CCCCCC3)sc2c1	3.7µM*	-9%	2.6µM*
Cc1nc(C(=O)Nc2cc(Cl)ccc2Cl)nn1-c1cc(OC(C)C)c(Cl)cc1Cl	16µM*	-2%	12µM*
Cc1ccc(C2C(C=Nc3c(C)n(C)n(-c4ccccc4)c3=O)=C(c3ccccc3)Oc3ccccc32)cc1 (centres undefined)	?	-3%	?
C/C(CC(=O)NCc1ccco1)=N\NC(=O)COc1ccc(Cl)cc1Cl	18µM*	3%	21µM*
Cc1nc(Nc2ccc(C(=O)O)cc2)sc1-c1ccccc1	-16%	-7%	-29%
N#Cc1ccccc1NC(=O)COC(=O)c1c[nH]c2ccccc12	-4%	-3%	-16%
CC1(C)CC(N2CN(C3CCCCC3)CC2=O)CC(C)(C)N1	7%	-2%	-6%
Cc1ccc(Cn2c(SCc3ccc(C(=O)O)cc3)nc3cccnc32)cc1	-27%	-2%	-10%
COc1ccc(N2CC(C(=O)OCC(=O)Nc3cccc(C)c3C)CC2=O)cc1 (centres undefined)	-3%	-1%	-4%
COc1ccc(N(CC(=O)NC2CCCC2)C(=O)Cn2nnc(-c3ccc(C)o3)n2)c(OC)c1	?	-6%	?
O=C(CSc1nnc(-c2ccccc2F)o1)Nc1cccc(C(F)(F)F)c1	?	2%	?
COc1cc(C(=O)OC2CC3CCC2(C)C3(C)C)ccc1OC(C)=O (centres undefined)	-10%	-2%	?
CC(C)(C)c1cc(-c2nc(N)nc(N)n2)c(O)c(C(C)(C)C)c1	?	-25%	?
Cn1c(SCc2ccc(F)cc2)nc2ccc(C(=O)NCc3ccc(F)cc3)cc21	16µM*	-13%	16µM*
Cc1ccc(NC(=O)C2CCCN(c3ncnc4c3nc3n4CCCCC3)C2)cc1Cl (centres undefined)	?	-26%	21µM*
COc1ccc(/C=N/N=C2/NC(=O)C(CC(=O)NC(N)=O)S2)cc1 (centres undefined)	-5%	-5%	3%
CC(C)N1CC(C(=O)Nc2ccc(Cl)c([N+](=O)[O-])c2)CC1=O (centres undefined)	2%	5%	-10%
Cc1ccc(NC(=O)CO/N=C/c2ccc(N(C)C)cc2)cc1	?	-9%	?
CCOC(=O)c1sc2ncnc(N3CCN(CC)CC3)c2c1C	15%	-7%	?
CCNc1nc(NCC)nc(SCCOC(=O)Nc2ccc(Cl)cc2Cl)n1	?	-15%	?
O=C(Nc1ccc(Oc2ccccc2)cc1)c1csc([C@H]2C[C@H](O)[C@@H](CO)O2)n1	16µM*	.	10µM*
Cc1ccccc1S(=O)Cc1ccc(C(=O)N2CCN(c3cccc(C)c3C)CC2)o1 (centres undefined)	0.65µM*	2%	0.82µM*
Cc1ccc(S(=O)(=O)CCC(=O)OCc2cc(C)ccc2C)cc1	-20%	-5%	-18%
Cc1c(Cl)cccc1NS(=O)(=O)c1ccc(-c2ccc(=O)[nH]n2)o1	15%	-6%	-12%
COc1ccc(OC)c(NC(=O)c2nc(SCc3ccccc3F)ncc2Cl)c1	10µM*!	-3%	14µM*!
O=C(NCCNC(=O)C(F)(F)F)c1ccncc1	-7%	-2%	-3%
Cc1nn(CC(=O)OC(C)C(=O)Nc2ccccc2[N+](=O)[O-])c(C)c1[N+](=O)[O-] (centres undefined)	-11%	-1%	0%
O=C(COc1cccc2ccccc12)NNC(=O)C1CCCO1 (centres undefined)	-8%	1%	-6%
CCc1ccc(/C=C2\C(=N)N3N=C(CC(=O)N4CCCCC4)SC3=NC2=O)cc1	-4%	-7%	?
CCc1nnc(NC(=O)c2ccc(-c3ccc(F)cc3)o2)s1	-28%	-3%	3%
CCOC(=O)c1c(C)[nH]c(C)c1S(=O)(=O)N1CCC(C(=O)N2CCN(c3cccc(C)c3C)CC2)CC1	18µM*	-2%	?
Cc1ccc(CN2CCC[C@]3(N[C@H](c4ccc(C)cc4)[C@@H]4C(=O)N(Cc5ccccc5)C(=O)[C@@H]43)C2=O)cc1	?	.	?
CC(=O)Nc1ccc2c(c1)C(C)(C)C(C)N2C (centres undefined)	16µM*	2%	?
Cc1ccccc1Cn1nc(C)c(NC(=O)/C=C/c2cnn(C)c2)c1C	-10%	-7%	?
OC(CNc1ccccc1)COc1ccc(OCC(O)CNc2ccccc2)cc1 (centres undefined)	13µM*	-8%	8.2µM*
COC(=O)c1sc(NC(=O)C2CCCO2)c(C(=O)OC)c1C (centres undefined)	-3%	-6%	-17%
COc1cccc(-c2cccc(-c3nc(C(=O)NCCCN4CCOCC4)cc4c3[C@H](CCO)N(S(=O)C(C)(C)C)C4)c2)c1 (some centres undefined)	?	.	18µM*
CC(=O)c1c(C)[nH]c(C(=O)Nc2ccc(C)cc2Br)c1C	2%	-2%	?
CCOC(=O)N1CCN(c2c(NCCN3CCN(c4ccccc4F)CC3)c(=O)c2=O)CC1	2%	-5%	-9%
Cc1ccc(S(=O)(=O)N2CCOCC2)cc1NC(=O)CSc1nc(N)cc(=O)[nH]1	0%	0%	17%

Single records, as listed above. Order of screens: DT40 TDP1 CPT	KAT2A inh	DT40 TDP1 no CPT
`N#Cc1ccccc1NC(=O)COC(=O)c1c[nH]c2ccccc12` is listed as -4%	-3%	-16%
`Cc1ccc(Cn2c(SCc3ccc(C(=O)O)cc3)nc3cccnc32)cc1` is listed as -27%	-2%	-10%
`O=C(CSc1nc2cc(Cl)ccc2o1)NC1CC1` is listed as -5%	0%	-22%
`CSc1nnc2ccc(-c3ccccn3)nn12` is listed as -15%	-4%	17%

Later entries.
SMILES	DT40 TDP1 CPT	KAT2A inh	DT40 TDP1 no CPT
O=C(OCc1ccccc1)N(CCCCN(CCCNCc1ccccc1)C(=O)OCc1ccccc1)CCCNCc1ccccc1	5.2µM*	.	5.2µM*
CCCC(C(=O)NCC1CCCO1)N(C(=O)CNS(=O)(=O)c1ccccc1)c1ccc(F)cc1 (centres undefined)	12%	-1%	?
CCOc1ncccc1C(=O)OCC(=O)Nc1cccc(S(=O)(=O)N2CCCCCC2)c1	?	-7%	?
CCN(CC)CCN1C(=O)C(=O)/C(=C(/O)c2ccc(S(=O)(=O)N3CCOCC3)cc2)C1c1ccc(C(C)C)cc1 (centres undefined)	-8%	-5%	0%

Some of the compounds tested, so the mix of outcomes need not match the whole.
